# ATXN viability: cell viability loss in ATXN counter-screen; S2 cells (HEK-293 line with an ATXN2-luciferase reporter) viability, CellTiter-Fluor protease fluorescence, 24 h; hit rate 0.49% among 400,000; Potency, µM (titrated, usually from 56.7 µM), actives largely listed as cytotoxic; AID 651635; further: potency means the concentration at half of the fitted maximal effect; nearly all actives have a fitted effect of over 40% in size
# ATXN2 expr inh: ATXN2 expression inhibition; HEK-293 ATXN2-luciferase reporter, luminescence, 24 h; hit rate 0.72% among 360,000; Potency, µM (top dose mostly 57 µM), for the others: at the top dose activity change, negative = inhibition, most hits filed as inhibitors; AID 1745845; further: potency means the concentration at half of the fitted maximal effect; on the % scale 0 is the no-effect control and ±100 the full control effect; nearly all actives have a fitted effect of over 55% in size
#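 qHTS (up to 57 uM final) was run with 24 h compound exposure of reporter cells at 37 °C. Each well was multiplexed: SteadyGlo luminescence measured ATXN2-luciferase expression after a fluorogenic Gly-Phe-AFC viability readout (25 uM final).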
# Nrf2 activator: Nrf2 pathway activation; AREc32 ARE-luciferase reporter (MCF7-derived line), luminescence, 24 h; Potency, µM (series often up to 46.1 µM), without a hit: at the top dose activation, most hits filed as activators; hit rate 0.31% among 410,000; further: potency means the concentration at half of the fitted maximal effect; % of control where 0% means no effect; nearly all actives have a fitted effect of over 65% in size
#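 Cells of the AREc32 ARE-luciferase line are plated in OPTI-MEM containing 5% FBS and left overnight at 37 deg C. Compounds are pinned in, incubation continues 24 hr, and firefly luciferase signal is then measured.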
# TGFb inhibitor: TGF-b pathway inhibition. HepG2 CAGA-GFP TGF-b/SMAD3 reporter, GFP fluorescence, 18 h; TGF-beta stimulated, 500 pg/mL final. Potency, µM (titrated, usually from 46.1 µM), without a hit: at the highest dose activity, negative = inhibition, actives largely listed as inhibitors. hit rate 1.2% among 410,000. AID 588855; further: potency means the concentration at half of the fitted maximal effect; on the % scale 0 is the no-effect control and ±100 the full control effect; nearly all actives have a fitted effect of over 65% in size
#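 Per well, imaged GFP fluorescence of HEPG2 CAGA-GFP cells gives the signal; cells get compound, then TGF-beta (500 pg/mL final), 18 h at 37 degrees C; %Activity versus -TGF-beta and +DMSO controls.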
# HepG2 viability: HepG2 cytotoxicity, counter-screen for TGF-b inhibitors | Potency, µM (top dose mostly 46.1 µM), without a hit: at the highest dose activity change, negative = cytotoxicity, usual class: cytotoxic | hit rate 0.76% among 410,000 | HepG2 CAGA-GFP viability, ATP luminescence, 18 h; further: potency means the concentration at half of the fitted maximal effect; some results filed as inactive show a strong effect at the top dose
#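 HepG2 CAGA-GFP cells (1000/well, DMEM with 1% FBS) received compound, then TGF-beta at 500 pg/mL final, and were incubated 18 hours at 37 degrees C. Viability was read by CellTiter-Glo luminescence. Media-only wells were set as complete cell-killing and DMSO as no toxicity.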
# Nrf2 inh: Nrf2 pathway inhibition | A549 ARE-Fluc reporter, luciferase luminescence, 18-24 h | Potency, µM (highest dose often 46 µM), for the others: at the top dose activity change, negative = inhibition, usual class: inhibitors | hit rate 2.1% among 360,000 | AID 504444; further: potency means the concentration at half of the fitted maximal effect; on the % scale 0 is the no-effect control and ±100 the full control effect; nearly all actives have a fitted effect of over 60% in size
#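 A549 ARE_Fluc cells, 5000/well, 5% FBS OPTI-MEM; compounds in dose-response, 18-24 h at 37 °C/5% CO2; CellTiter-Fluor viability read (Ex 405/Em 525), then BugLite luciferase luminescence = Nrf2 activity.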
# A549 viability: kills or reduces viability of A549 cells in Nrf2 counter-screen; A549 ARE-Fluc cells, CellTiter-Fluor viability, 18-24 h; Potency, µM (doses to about 46 µM), inactives show top-dose activity change, negative = cytotoxicity, most hits filed as inhibitors; hit rate 0.16% among 390,000; AID 504648; further: potency means the concentration at half of the fitted maximal effect; on the % scale 0 is the no-effect control and ±100 the full control effect
#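 A549 ARE-Fluc cells in 5% FBS OPTI-MEM, 5000 cells/well, rested 2 h then exposed to compounds in concentration-response for 18-24 h at 37 °C. Viability by CellTiter-Fluor fluorescence (Ex 405/Em 525) after 30 min; luciferase luminescence (BugLite, 15 min, RT) read afterwards.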
# IL1B secr inh: inhibitors of inflammasome signaling (IL-1 beta secretion); hit rate 4.7% among 360,000; activity change, % at 57.5 µM; AID 743279; THP-1 LPS/ATP IL-1B secretion, AlphaLISA, 16 h; stronger effect = lower value; in the data active means activity change below about -50%; inconclusive means mostly about -30% to -49%; further: on the % scale 0 is the no-effect control and ±100 the full control effect
#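 Secreted IL-1B measured by AlphaLISA bead assay after 16 h compound exposure of THP-1 cells; compounds (final up to 57.5 uM) added 1 h before LPS (250 ng/mL) and ATP (1.25 mM) stimulation; lower signal means less secretion.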
# MCF10A rereplic: inducers of DNA re-replication in MCF 10A breast cells. MCF 10A DNA re-replication, Hoechst nuclear intensity, 48 h. Potency, µM (series often up to 46.1 µM), for the others: at the top dose activity, positive = re-replication, most hits filed as activators. hit rate 2.9% among 350,000; further: potency means the concentration at half of the fitted maximal effect; % of control where 0% means no effect; nearly all actives have a fitted effect of over 50% in size
# * hit, by the source's call; i = inactive; ? = inconclusive; / = not tested or not shown; & = joins results of further samples; ! = repeats disagree; [ ] = another dose, or the depositor's remark. Unless noted, the call rests on the fitted dose curve; in most records, active means well fitted curve in the direction sought with a large enough effect; inconclusive means small, poorly fitted or top-dose-only effect, or another doubt; inactive means no such curve, though single readings can be large; an effect the other way counts as inactive or inconclusive.
SMILES,ATXN viability,ATXN2 expr inh,Nrf2 activator,TGFb inhibitor,HepG2 viability,Nrf2 inh,A549 viability,IL1B secr inh,MCF10A rereplic
O=c1[nH]c(N/N=C\c2ccc(F)cc2)nc2ccccc12,i,/,5.9%,4%,-9%,?,-10%,0,-1%
Cc1ccc2cc(CCNC(=O)c3c(-c4ccccc4Cl)noc3C)c(=O)[nH]c2c1,i,-17%,0.2%,?,-13%,-23%,1%,4,11%
CC(C)(C)c1ccc(C(=O)NCCc2ccccc2)cc1,i,10%,0.1%,0%,-3%,?,2%,-3,-5%
Cc1nn(-c2ccccc2)c(N)c1C1(O)C(=O)N(C)c2ccccc21 (stereo not given),i,3%,4.3%,?,-8%,9%,2%,10,-1%
Cn1c(-c2ccc(F)cc2)cnc1NCc1cccc([N+](=O)[O-])c1,i,-42%,0.8%,20%,22%,-20%,-2%,?,8%
O=C(NNC(=O)C1CC=CCC1)c1cccc(Br)c1 (stereo not given),i,15%,0.2%,0%,19%,4%,2%,-8,-7%
COc1ccccc1COCC(O)CN1CCN(S(=O)(=O)c2cccc(F)c2)CC1 (stereo not given),i,-14%,0.3%,-1%,-1%,-1%,-4%,9,6%
Cn1c(=O)cc(OCC(=O)N2CCN(c3cccc(C(F)(F)F)c3)CC2)c2ccccc21,i,17%,1.4%,-8%,-9%,2%,-4%,25,0%
COc1ccc(C(=O)C2CCCN(C(=O)c3cc4nc(C)cc(C)n4n3)C2)cc1F (stereo not given),?,-27%,0.6%,-6%,-11%,-15%,-2%,0,2%
CCOC(=O)C1=C(C)NC(C)=C(C(=O)OCC)C1C(=O)OCC(=O)c1ccc2c(c1)OCCO2,i,-4%,-0.4%,-17%,-17%,-8%,-1%,0,5%
CN=C(Nc1ccccc1)SC1CC(=O)N(c2cccc(OC)c2)C1=O (stereo not given),i,-13%,-0.2%,8%,2%,2%,2%,7,20%
COc1ccc(C(=O)NCCCCc2ccccc2)cc1,i,-6%,0.3%,22%,44%,-6%,-1%,/,-21%
CCOc1ccc(/C=C/c2nc(C#N)c(N(C)C)o2)cc1,/,/,11%,?,-33%,?,4%,/,/
COc1ccccc1C(=O)COC(=O)COc1cccc2c1OC(C)(C)C2,i,4%,-0.8%,6%,5%,-2%,-1%,-16,0%
O=C1Nc2cc(C(=O)N3CCOCC3)ccc2S/C1=C/c1ccccc1F,/,/,12%,-17%,-32%,/,/,-20,/
O=C(NCCn1ccc2ccccc21)c1ccc2c(c1)OCO2,i,67%[activator],-1.1%,?,-57%,?,0%,-17,-1%
Cc1csc2nc(CCNS(=O)(=O)c3ccc4c(c3)OCCO4)cn12,i,-14%,2.5%,5%,-3%,5%,-7%,-14,3%
COc1ccc(C(C(=O)NC(C)(C)C)N(C(=O)CNC(=O)c2cccs2)c2ccc(C)cc2)cc1OC (stereo not given),i,-9%,-0.6%,-18%,0%,-16%,11%,-2,-5%
CCN(CC)c1ccc(/C=N/NC(=O)c2nnn(-c3nonc3N)c2-c2ccc(C)cc2)cc1,/,/,2.1%,1%,7%,-24%,2%,13,0%
COC(=O)C1=C(C(=O)OC)[C@@H]2N(C)c3ccc(OC)cc3[C@@]23C[C@@H](C(=O)OC)N(C(=O)C2CCC2)C3=N1,i,-9%,-0.4%,-20%,-8%,-1%,-2%,-24,-21%

# Brought forward from above: two entries; new compounds follow.
SMILES,ATXN viability,ATXN2 expr inh,Nrf2 activator,TGFb inhibitor,HepG2 viability,Nrf2 inh,A549 viability,IL1B secr inh,MCF10A rereplic
CCN(CC)c1ccc(/C=N/NC(=O)c2nnn(-c3nonc3N)c2-c2ccc(C)cc2)cc1,/,/,2.1%,1%,7%,-24%,2%,13,0%
COC(=O)C1=C(C(=O)OC)[C@@H]2N(C)c3ccc(OC)cc3[C@@]23C[C@@H](C(=O)OC)N(C(=O)C2CCC2)C3=N1,i,-9%,-0.4%,-20%,-8%,-1%,-2%,-24,-21%
COCCOc1cc(NC(=O)CS(=O)CC(=O)N(C)C)c(Cl)cc1Cl (stereo not given),i,3%,-1.2%,1%,12%,20%,2%,7,-11%
Cn1c(CCC(=O)OCC(=O)NCc2ccc3c(c2)OCO3)nc(=O)c2ccccc21,?,4%,-0.4%,0%,4%,4%,-1%,4,?
CC(C(=O)Nc1cccnc1)C1Sc2ccccc2NC1=O (stereo not given),i,4%,2.5%,3%,-12%,?,1%,6,-3%
c1ccc(COc2cccc(CN3CCCCC3)c2)cc1,?,-51%,-0.2%,-4%,0%,2%,-2%,-11,4%
COc1ccc(NC(=O)[C@@H]2CC=C[C@@H]3CCN(Cc4ccccc4)C(=O)[C@@H]32)cc1,i,-2%,0.5%,?,8%&5%,12%,-9%,-14,4%
Cc1cccc(NC(=O)c2nc[nH]c2C(=O)N[C@@H](CCCCNC(=O)OC(C)(C)C)C(=O)OC(C)(C)C)c1,?,0%,-4.0%,?,-23%,?,-20%,-19,?
CCc1ccc(-c2cc(C)no2)cc1S(=O)(=O)NCc1ccco1,i,10%,7.7%&14%,3%&0%,-2%&-20%,-4%&15%,-4%&-6%,19,?
Cc1ccc(-c2nn(C)c(=O)c3ccccc23)cc1CO,i,24%,2.5%,-13%,-37%,-2%,-2%,-2,-14%
Cc1ccccc1CCN(C(=O)CN1C(=O)c2ccccc2S1(=O)=O)C(C(=O)NCC1CCCO1)c1ccncc1 (stereo not given),i,-6%,-0.4%,11%,1%,10%,-11%,4,3%
CC[C@H]1OC(=O)[C@H](C)[C@@H](O[C@H]2C[C@@](C)(OC)[C@@H](O)[C@H](C)O2)[C@H](C)[C@@H](O[C@@H]2O[C@H](C)C[C@H](N(C)C)[C@H]2O)[C@](C)(O)C[C@@H](C)[C@@H]2N[C@@H](COCCOC)O[C@H]([C@H]2C)[C@]1(C)O,i,8%,7.9%,-2%,-1%,-8%,2%,-1,-4%&-2%
Cn1c(=O)[nH]c(=O)c2c1nc(NCCCO)n2Cc1ccc(F)cc1,i,27%,0.6%,1%,1%,-1%,-1%,13,0%
CC12CCC(C(=O)N(NC(=O)c3cccnc3)C1=O)C2(C)C (stereo not given),?,2%,0.4%,3%,20%,0%,-3%,25,0%
O=C(COC(=O)c1ccc([N+](=O)[O-])cc1Cl)NC(=O)c1ccccc1,i,0%,-0.1%,-10%,0%,?,9%,1,0%
O=C(CCCN1CCC(C(=O)c2ccc(F)cc2)CC1)c1ccc(F)cc1,i,-21%,0.1%,1%,-2%,3%,9%,?,21µM*!
COc1ccccc1Nc1nc(-c2cccc(N3C(=O)c4ccccc4C3=O)c2)cs1,i,7%,-0.5%,-2%,5%,11%,-1%,18,-12%
CC(C)c1ccccc1NC(=S)N(C)C,i,0%,3.0%,10%,20%,6%,4%,0,?
CC(=O)Nc1ccc(NC(=O)c2cc(=O)c3ccccc3o2)cc1,i,27%&7%,9.1%&-0.5%,1%&2%,4%&-1%,?,-1%&0%,?,11%
Cc1cc(C(F)(F)F)nn1CC(=O)NNC(=S)Nc1ccc(F)cc1,i,2%,0.3%,4%,11%,2%,16%,41,-1%
CCC(=O)Nc1ccc(S(=O)(=O)NC[C@H]2O[C@@H](n3cnc4c(=O)[nH]c(N)nc43)[C@H](O)[C@@H]2O)cc1,i,3%,0.4%,8%,6%,/,/,6,/
COc1cccc(CN2CC(C(=O)N(C)C3CCOCC3)CCC2=O)c1 (stereo not given),i,38%,-0.7%,0%,0%,10%,-5%,15,12%
Cc1ccc(CSc2nc3ccsc3c(=O)n2Cc2ccccn2)cc1,i,-7%,0.8%,?,-15%,1%,-7%,?,?
O=C(NC(Nc1nc2ccc([N+](=O)[O-])cc2s1)(C(F)(F)F)C(F)(F)F)c1ccccc1,?,0.89µM*,-0.9%,?,-50%,2.6µM*,10µM*,-105*,?
CCOc1ccccc1N(C)C(=O)c1c2c(nc3ccccc13)C(=O)N(C1CCCCC1)C2,/,/,7.2%,3%,-33%,-16%,-1%,/,/
CC(C)Cn1c(=O)c(C(=O)NCc2ccc3c(c2)OCO3)c(O)c2ccccc21,?,/,-0.2%,-15%,12%,-13%,0%,34,0%
CCOc1ccccc1N(C)S(=O)(=O)c1ccc2[nH]cc(C(=O)N(CCOC)CCOC)c(=O)c2c1,?,-26%,0.4%,-1%,5%,-12%,-4%,-3,5%
c1cnn(Cc2cnc(N3CCOCC3)s2)c1,i,-11%,0.4%,3%,1%,0%,3%,12,-14%
Cc1cc(C)c(NC(=O)c2cnn(C)c2)c(C)c1,?,0%,-0.3%,-6%,10%,-4%,-9%,15,-2%
CSc1cccc(NS(=O)(=O)c2ccccc2)c1,i,1%,-0.7%,?,-27%,-12%,-4%,8,-5%
O=C(CCNS(=O)(=O)c1ccccc1)N1CCN(c2ccccc2F)CC1,i,5%,-0.5%,8%,11%,5%,-3%,5,16%
Cn1c(=O)n(-c2ccc3c(c2)OCO3)c2nc(-c3ccc(Cl)cc3)nc(C(N)=O)c21,i,4%,0.5%,?,-16%,7%,-7%,/,/
CCOC(=O)c1ccc(NC(=O)COc2ccc(S(=O)(=O)NC(C)C)cc2)cc1,i,-15%,-0.4%,8%,-4%,8%,-2%,28,9%
COc1cc(C(=O)N2CCN(S(=O)(=O)c3ccc(F)cc3)CC2)cc(OC)c1OC,i,9%,-0.4%,-8%,9%,2%,4%,41,9%
Cc1ccc(C(=O)NCCc2nnc3ccc(SCC(=O)Nc4cc(C)on4)nn23)cc1,i,-3%,-0.3%,1%,18%,-2%,1%,32,8%
Cc1cccc(OCC(=O)N(Cc2cccs2)C2CCS(=O)(=O)C2)c1C (stereo not given),i,-13%,-0.7%,0%,-9%,?,-2%,0,7%

# Source: PubChem BioAssay (National Center for Advancing Translational Sciences (NCATS))
